High-throughput results as filed in PubChem.
p53ts 32C kill: kills p53ts cells at the permissive temperature; H1299-p53A138V at 32C, ATP luminescence viability, 24 h; Potency, µM (series often up to 46.1 µM), for the others: at the highest dose activity change, negative = cytotoxicity, actives largely listed as cytotoxic; actives 0.93% (n = 130,000); AID 924;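 also: 0% = DMSO and -100% = full killing by reference compound; nearly all actives have a fitted effect of over 55% in size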
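ATP-content luminescence (ATPlite) read-out after 24 h compound exposure at 32C in H1299-p53A138V cells (600/well). Tested up to 46 uM. Normalized to DMSO (0%) and 100 uM tamoxifen (100% killing); Hill-fit AC50.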
Peg3 imprint: genomic imprint erasure induction; mouse ES Peg3-LacZ reporter, beta-gal luminescence, 40 h; Potency, µM (highest dose often 60.7 µM), for the others: at the highest dose activity change, positive = activation, usual class: activators; actives 0.02% (n = 110,000);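 also: 0% = negative control wells on the plate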
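Imprint erasure is scored as LacZ activity from the silenced maternal Peg3 allele in feeder-free female ES cells cultured 40 h with LIF. Luminescence is normalized to in-plate negative controls and fitted to the Hill equation.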
IkB sig inh: IkB pathway inhibition in ABC-DLBCL cells; Potency, µM (titrated, usually from 57.1 µM), for inactives: at the top dose IkBa stabilization activation; actives 0.04% (n = 110,000); ABC-DLBCL IkBa-CBG/CBR dual luciferase ratio, 4 h; response scale: scaled: untreated 0%, proteasome inhibitor 100%; active = well fitted curve in the direction sought with a large enough effect in the signal ratio, not every such curve was filed as active; inconclusive = small, poorly fitted or top-dose-only effect, or a change in a side signal; the % refers to the signal ratio;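 also: the direction sought is a rising ratio; 0% = basal untreated cells and 100% = reference inhibitor full response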
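Luminescence ratio of IκBα-fused green versus native red beetle luciferase in OCI-Ly3 cells, 4 h post-doxycycline with compound; red signal alone, scaled from basal (0%) to zero light (-100%), flagged nonspecific or cytotoxic effects.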
p53ts 39C tox: cytotoxicity in p53ts cells at nonpermissive temperature | H1299-p53A138V viability at 39C, ATP luminescence, 24 h | actives 1.5% (n = 130,000) | Potency, µM (top dose mostly 46.1 µM), for inactives: at the highest dose activity change, negative = cell killing, most hits filed as cytotoxic; also: nearly all actives have a fitted effect of over 55% in size
* marks the source's active call; other numbers are inactive results; u = inconclusive; x = no result given; [ ] = dose if it differs, or a comment. Unless noted, calls follow the shape of the dose curve; as a rule, active = well fitted curve in the direction sought with a large enough effect; inconclusive = small, poorly fitted or top-dose-only effect, or another doubt; inactive = no such curve, though single readings can be large; an effect the other way counts as inactive or inconclusive. Unless noted, % is scaled to controls: 0 for no effect and ±100 for the full control effect; potency is read from the fitted curve at half-maximal effect.

Molecule	p53ts 32C kill	Peg3 imprint	IkB sig inh	p53ts 39C tox
CC1=Nc2cc(C(=O)NC3CCCCC3)ccc2Sc2ccc(Cl)cc21	30%[activator]	-30%[inhibitor][10.9 µM]	0.5%	13%
Cc1cc(C)c(C2C(C#N)=C(N)Oc3n[nH]c(C)c32)cc1CN1CCCC1 (stereo not drawn)	1%	-18%	2.6%	-13%
Cc1nn(-c2ccccc2)c(C)c1C1C(C#N)=C(N)Oc2n[nH]c(C)c21 (stereo not drawn)	-2%	x	x	9%
COc1cc(NC(=O)CN(C)S(=O)(=O)c2ccc(C)cc2)cc(OC)c1	7%	-22%	1.9%	8%
CCOc1ccc(N(C)S(=O)(=O)c2ccc3[nH]cc(C(=O)NCC4CCCO4)c(=O)c3c2)cc1 (stereo not drawn)	12%	-18%	2.1%	-17%
CSc1ccc(CNC(=O)CCn2ccc3cc(S(=O)(=O)N4CCC(C)CC4)ccc32)cc1	-1%	-8%[10.9 µM]	1.8%	-24%
Cc1c(NC(=O)CN2CCN(C(c3ccccc3)c3ccccc3)CC2)c(=O)n(-c2ccccc2)n1C	9%	-10%	1.2%	1%
O=C(Cn1cc2c(n1)CCCC2)NC1CCCCCC1	0%	-16%	-2.8%	16%
CCn1c(C(=O)N2CCC(C(=O)NCCCSC3CCCCC3)CC2)cc2sccc21	10%	-18%	u	26%
CCOC(=O)CSc1nnc(CNc2cccc(Cl)c2)n1C	-19%	x	x	5%
CCCCCCCCCCCCCCCCCCNC(=O)OC[C@@H](COP(=O)([O-])OCC[n+]1ccsc1)OC	-7%	x	-4.2%	8%
CCOC(=O)c1sc(NC(=O)c2ccc(Br)o2)cc1C	u	-74%[inhibitor]	6.1%	u
COc1ccc2[nH]c(=O)c(CN(C(=O)c3ccccn3)C3CCCCC3)cc2c1	-2%	0%	2.7%	6%
COc1cc(OC)cc(C(=O)NCC(c2cccs2)S(=O)(=O)c2ccc(F)c(C)c2)c1 (stereo not drawn)	8%	24%[10.9 µM]	u	-15%
COc1ccc(NC2CC(=O)N(CCc3ccccc3)C2=O)cc1 (stereo not drawn)	4%	x	x	-6%

Carrying on:
Molecule	p53ts 32C kill	Peg3 imprint	IkB sig inh	p53ts 39C tox
CC1CC2C3CCC4=CC(=O)C=C[C@@]4(C)[C@]3(F)C(O)C[C@]2(C)[C@]1(O)C(=O)COP(=O)(O)O (stereo partly drawn)	-4%	1%	x	2%
Cc1cc(C)c(NC(=O)CCCN2CCOCC2)c(C)c1	2%	-8%	0.1%	9%
O=C1CC(O)(c2ccccc2)C(c2ccccc2)=C1c1ccccc1 (stereo not drawn)	-7%	x	x	-20%
CC1(C)C/C(=N\O)c2cc3c(nc2C1)CCCC3	-8%	-7%	0.2%	6%
C[C@@H]1[C@H](C)CC[C@@]2(C(=O)O)CC[C@]3(C)C(=CC[C@H]4[C@@]5(C)CC[C@@H](O)C(C)(C)[C@@H]5CC[C@@]43C)[C@@H]12	-21%[20.6 µM]	2%[16.8 µM]	0.4%[25.6 µM]	0%[20.6 µM]
CCOc1ccc(CCNC(=O)C2CCCN(c3nn4c(=O)cc(C)nc4s3)C2)cc1 (stereo not drawn)	5%	-14%	-0.4%	-13%
C=Cc1ccc(Cn2c(C(=O)O)c(CNCc3ccccc3)c3ccc(C)cc32)cc1	u	3%[10.9 µM]	u	16µM*
O=C(Nc1ncnc2sc3c(c12)CCCCC3)c1ccco1	-4%	1%	-2.4%	1%
C=CCc1c(C)nc2nc(SCC(=O)Nc3cccc(Cl)c3)nn2c1C	-7%	13%[10.9 µM]	u	u
CCOc1cc(C)c(C(C)C)cc1S(=O)(=O)n1ccc(C)n1	17%	-9%	-0.3%	6%
CC(C)C(=O)N(c1ccc(F)cc1)C1C=CS(=O)(=O)C1 (stereo not drawn)	4%	-5%	1.6%	9%
Cc1cc(C(=O)Nc2cccnc2)no1	-7%	-52%[inhibitor]	0.8%	-2%
CNc1nc(SC)nc(N2CCOCC2)n1	5%	-10%	-0.9%	3%
Cn1c(-c2ccccc2O)cc2ccccc21	9%	x	x	11%
Cc1nn(-c2ccccc2)c2c1N(CCCC(=O)NCc1ccc(OC(C)C)cc1)C(=O)CS2	-9%	3%[10.9 µM]	5.4%	-18%

New compounds follow:
Molecule	p53ts 32C kill	Peg3 imprint	IkB sig inh	p53ts 39C tox
CCS(=O)(=O)NCCCCc1ccccc1	6%	0%	0.5%	0%
Cc1ccc2[nH]c(=O)c(CN(Cc3ccc4c(c3)OCO4)Cc3nnnn3C3CCCC3)cc2c1	13%	-14%	u	-2%
COC(=O)CSc1nnc2c(C)cc3cc4c(cc3n12)OCCO4	1%	x	1.4%	5%
CCc1nnc(SCc2nc(-c3ccccc3F)oc2C)c2cc3sccc3n12	0%	-8%[10.9 µM]	-2.0%	-16%
ClC1=C(Cl)C(Cl)(Cl)C(Cl)=C1Cl	-2%[1.84 µM]	6%	4.5%	3%
Cc1cnc(NC(=O)CSc2nnc(Cc3ccccc3)o2)s1	4%	-9%	0.2%	7%
CCCC(=O)Nc1sc2c(c1C#N)CCCCC2	13%	x	x	-5%
O=C(CSc1nnc(-c2ccc3c(c2)OCCO3)o1)N1CCCC1	u	-35%[inhibitor]	-1.4%	u
CCOC(=O)c1c(C)oc2nc(C)nc(NCCc3ccc(OCC)cc3)c12	-3%	-14%[10.9 µM]	u	-2%
COc1ccc(NCc2nnc(SCC(=O)Nc3cc(C)cc(C)c3)o2)cc1	-1%	x	7.7%	0%
COc1cc(-c2cc(OC)c3c(C)oc(C)c3c(=O)c2)ccc1O	-6%	-17%	3.7%	-26%
N#C/C(=N\Nc1cccc2ccccc12)c1nnc2n1CCCCC2	24%	x	x	2%
CCc1ccc(NC(=O)NCCN2CCc3ccccc3C2)cc1	0%	-10%	-1.0%	-18%
Cc1ccc2c(c1)nc(SCC(O)c1ccc(Br)cc1)n2C (stereo not drawn)	-4%	-9%[10.9 µM]	u	-17%
CC(C)(C)n1nnnc1C(c1cc2cc3c(cc2[nH]c1=O)OCO3)N1CCN(c2ccccc2)CC1 (stereo not drawn)	12%	u	u	-16%

(continued)
Molecule	p53ts 32C kill	Peg3 imprint	IkB sig inh	p53ts 39C tox
O=C(CCCC(=O)N(CC(=O)NC1CCCC1)C1CCCC1)Nc1ccccn1	-2%	x	3.4%	23%
C/C(=C\CNc1ncnc2nc[nH]c12)CO	5%	8%	2.2%[11.4 µM]	7%
O=C(NCc1ccco1)c1cc2nc(-c3ccc4c(c3)OCO4)cc(C(F)(F)F)n2n1	-6%	-7%	0.3%	2%
CSc1cccc(NC(=O)c2ccco2)c1	11%	-21%	0.7%	1%
O=C(CCC1CCCCC1)N1CCN(Cc2ccc3c(c2)OCO3)CC1	-7%	-13%	u	10%
O=C(CSc1ncc(-c2ccc(Cl)cc2)[nH]1)Nc1ccccc1F	6%	-9%[10.9 µM]	8.4%	u
Cc1ccc(N2C(=O)c3ccc(C(=O)N4CCN(c5ccccc5F)CC4)cc3C2=O)cc1	15%	u	3.3%	-17%
COCCNC(=O)c1ccc(NS(C)(=O)=O)cc1	1%	7%	-0.9%	6%
CC(CN1CCCCC1)OC(=O)c1ccc(Cl)cc1 (stereo not drawn)	8%	2%	0.1%	6%
CC(C)=CCC/C(C)=C/CO/N=C1/C[C@@H](O)[C@@H](O)[C@@H]2[C@H]3C(=O)N(c4ccc(F)cc4F)C(=O)[C@@H]3CC[C@H]12	12%[9.22 µM]	x	x	-8%[9.22 µM]
CSc1nc(-c2ccc(Cl)cc2)nn1S(=O)(=O)c1ccccc1	-6%	x	x	-3%
CC(C)n1c(N2CCN(CC(=O)Nc3ccc4c(c3)OCCO4)CC2)nc2ccccc21	-8%	x	1.1%	-5%
COc1cccc(NC(=O)Cn2c(=O)n(Cc3nc(-c4ccccc4)no3)c(=O)c3ccccc32)c1	-6%	4%[10.9 µM]	-0.4%	-10%
Cc1nc2cnc(Oc3cccc(Cl)c3)nc2n(C[C@H]2CCCO2)c1=O	3%	x	2.4%[11.4 µM]	-7%
O=c1c2sc3ccccc3c2n(Cc2ccccc2Cl)c(=O)n1Cc1ccccc1	5%	-1%[10.9 µM]	0.8%	-20%

Some of the entries above, set out differently.
C=CCc1c(C)nc2nc(SCC(=O)Nc3cccc(Cl)c3)nn2c1C
- p53ts 32C kill: -7%
- Peg3 imprint: 13%[10.9 µM]
- IkB sig inh: u
- p53ts 39C tox: u
CCOc1cc(C)c(C(C)C)cc1S(=O)(=O)n1ccc(C)n1
- p53ts 32C kill: 17%
- Peg3 imprint: -9%
- IkB sig inh: -0.3%
- p53ts 39C tox: 6%

The main list resumes with the 4 entries that preceded the break.
Molecule	p53ts 32C kill	Peg3 imprint	IkB sig inh	p53ts 39C tox
CC(C)n1c(N2CCN(CC(=O)Nc3ccc4c(c3)OCCO4)CC2)nc2ccccc21	-8%	x	1.1%	-5%
COc1cccc(NC(=O)Cn2c(=O)n(Cc3nc(-c4ccccc4)no3)c(=O)c3ccccc32)c1	-6%	4%[10.9 µM]	-0.4%	-10%
Cc1nc2cnc(Oc3cccc(Cl)c3)nc2n(C[C@H]2CCCO2)c1=O	3%	x	2.4%[11.4 µM]	-7%
O=c1c2sc3ccccc3c2n(Cc2ccccc2Cl)c(=O)n1Cc1ccccc1	5%	-1%[10.9 µM]	0.8%	-20%
O=S(=O)(c1ccc2nc(Nc3ccc(Br)cc3F)ccc2c1)N1CCCCC1	1%	0%[10.9 µM]	-0.4%	-19%
CCN(CC)C(=O)Cn1c(SCC(=O)Nc2ccc(C)c(C)c2)nc2ccccc21	-2%	-8%[10.9 µM]	-0.9%	10%
CC(C)Oc1ccc2c3c(c(=O)oc2c1)CCC3	-8%	-13%	0.0%	-11%
COc1ccc(OC)c(NC(=O)C2C3CCC(C3=C(C)C)C2C(=O)O)c1 (stereo not drawn)	-1%	-8%	1.6%	5%
CCOc1ccc(S(=O)(=O)N2Cc3ccccc3CC2C(=O)Nc2ccc(NC(C)=O)cc2)cc1 (stereo not drawn)	-7%	-7%[10.9 µM]	u	13%
[O-][N+]1=c2ccc(Nc3ccccc3)cc2=NC12CCCCC2	5µM*	10%	u	20µM*
O=C1[C@H]2[C@H]3[C@H](O)[C@H](O)C/C(=N/OCc4ccccc4)[C@@H]3CC[C@@H]2C(=O)N1C1CCCCC1	-1%[9.22 µM]	x	x	3%[9.22 µM]
CCOC(=O)N1CCN(C(=O)C(C)N(c2ccc(Oc3ccccc3)cc2)S(C)(=O)=O)CC1 (stereo not drawn)	-8%	-1%	u	2%
COc1cc(OC)c(NC(=O)c2c(C)nn(-c3ccc(C)cc3)c2-n2cccc2)cc1Cl	16%	3%[10.9 µM]	-0.5%	-14%
Cc1cc(C)cc(Oc2c(C(F)(F)F)oc3c(CN4CCCC(C)C4)c(O)ccc3c2=O)c1 (stereo not drawn)	6%	u	5.3%	0%
COc1nc(OC)nc(N2CCC(NC(=O)C(Cc3ccc(C(C)C)cc3)NC(C)=O)CC2)n1 (stereo not drawn)	2%	-8%	2.4%	6%
COc1ccc(NC(=O)c2c(C)oc3ccc(O)c(CN4CCCC(C)C4)c23)cc1 (stereo not drawn)	6%	-8%[10.9 µM]	u	-28%
COc1ccc(-c2cc(C(F)(F)F)n3nc(C(=O)N4CCCCC4)cc3n2)cc1	9%	-18%	-2.5%	-5%
Cc1ccc(C)c(Cc2c(C)nc3c(C(=O)N4CCOCC4)cnn3c2C)c1	-1%	-12%	1.6%	8%
Cc1ccc(-n2nnnc2SCC(=O)c2cc(C)n(CC3CCCO3)c2C)cc1 (stereo not drawn)	3%	-15%	-0.9%	-8%

Later entries
Molecule	p53ts 32C kill	Peg3 imprint	IkB sig inh	p53ts 39C tox
CCC(C(=O)Nc1cc(F)ccc1F)n1nc(C)c2c(C)n(-c3ccc(C)cc3)nc2c1=O (stereo not drawn)	20%	-9%[10.9 µM]	u	-7%
Cc1ccc(-n2c3nc(=O)n(C)c(=O)c-3cc3c(Cl)cccc32)c(C)c1	18%	-7%[10.9 µM]	u	12%
CCOC(=O)Cc1ccc(NC(=O)N2CCc3c(sc4c3CCCC4)C2c2ccc(F)cc2)cc1 (stereo not drawn)	1%	-13%[10.9 µM]	0.8%	-8%
Cn1cc(C(=O)N2CCN(c3ccccc3)CC2)c(=O)c2cc(S(=O)(=O)N3CCCC3)ccc21	6%	-4%[10.9 µM]	0.3%	20%
CC(=O)N1CCCc2cc(S(=O)(=O)NCc3cccc(C)c3)ccc21	-6%	-15%[10.9 µM]	-0.2%	-13%
